Source: PubChem BioAssay
Rab9 prom act – qHTS Assay for Rab9 Promoter Activators. Huh7 Rab9 promoter-luciferase reporter, luminescence, 24 h. Potency, µM (series often up to 9.22 µM), for inactives: at the top dose activation, negative = inhibition, most hits filed as activators. 320,000 compounds, 2.8% hits; also: potency is read from the fitted curve at half-maximal effect; % of control where 0% means no effect; nearly all actives have a fitted effect of over 60% in size
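Luminescence read-out: Huh7 cells stably expressing Rab9-luciferase, treated 24 h with compound at 37 °C, then lysed with luciferase reagent for 10 min at ambient before reading.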
NPC1 promoter act – qHTS Assay for NPC1 Promoter Activators | Huh7 NPC1 promoter luciferase reporter, 24 h | Potency, µM (series often up to 9.22 µM), for inactives: at the top dose activation, hits mostly activators | 320,000 compounds, 2.4% hits;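 also: potency is read from the fitted curve at half-maximal effect; % of control where 0% means no effect; nearly all actives have a fitted effect of over 60% in size; reporter is driven by a mutant NPC1 promoter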
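Stable NPC1-promoter luciferase Huh7 line; cpd (DMSO) 24 h, 37 °C, 5% CO2; Amplite luciferase reagent 10 min RT; luminescence readout. qHTS format.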
RORgamma inh – qHTS for inhibitors of ROR gamma transcriptional activity. Nuclear receptor ROR-gamma (Mus musculus), P51450. Potency, µM (series often up to 53.6 µM), inactives show top-dose activity change, negative = inhibition, actives largely listed as inhibitors. Drosophila S2 Gal4-RORgamma UAS-luciferase reporter, 20 h. 310,000 compounds, 5.4% hits; also: potency is read from the fitted curve at half-maximal effect; % is scaled to controls: 0 for no effect and ±100 for the full control effect; nearly all actives have a fitted effect of over 60% in size
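A Gal4/UAS one-hybrid system in insect cells: metallothionein-promoter Gal4–ROR gamma fusion plus Photinus luciferase reporter. Copper sulfate 700 uM final, 20 hr ambient incubation, luminescent detection after 10 min with reagent.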
Menin-MLL TR inh – qHTS Assay for Inhibitors Targeting the Menin-MLL Interaction in MLL Related Leukemias: Competition With Texas Red Labeled MLL-derived Mutant Peptide. O00255. Potency, µM (doses to about 61.6 µM), without a hit: top-dose FP activity change, negative = inhibition, hits mostly inhibitors. 270,000 compounds, 0.23% hits. Menin + Texas Red MLL mutant peptide, fluorescence polarization; active = well fitted inhibition curve with a large enough effect in the polarisation, with a control signal flat, not every such curve was filed as active; inconclusive = small, poorly fitted or top-dose-only effect, or effect the other way, or a change in a side signal; inactive = no such curve, though single readings can be large or run the other way; the % refers to the polarisation; also: potency is read from the fitted curve at half-maximal effect; % of control where 0% means no effect; many of its hits are not listed in these tables
Target sequence (O00255 whole entry, looked up): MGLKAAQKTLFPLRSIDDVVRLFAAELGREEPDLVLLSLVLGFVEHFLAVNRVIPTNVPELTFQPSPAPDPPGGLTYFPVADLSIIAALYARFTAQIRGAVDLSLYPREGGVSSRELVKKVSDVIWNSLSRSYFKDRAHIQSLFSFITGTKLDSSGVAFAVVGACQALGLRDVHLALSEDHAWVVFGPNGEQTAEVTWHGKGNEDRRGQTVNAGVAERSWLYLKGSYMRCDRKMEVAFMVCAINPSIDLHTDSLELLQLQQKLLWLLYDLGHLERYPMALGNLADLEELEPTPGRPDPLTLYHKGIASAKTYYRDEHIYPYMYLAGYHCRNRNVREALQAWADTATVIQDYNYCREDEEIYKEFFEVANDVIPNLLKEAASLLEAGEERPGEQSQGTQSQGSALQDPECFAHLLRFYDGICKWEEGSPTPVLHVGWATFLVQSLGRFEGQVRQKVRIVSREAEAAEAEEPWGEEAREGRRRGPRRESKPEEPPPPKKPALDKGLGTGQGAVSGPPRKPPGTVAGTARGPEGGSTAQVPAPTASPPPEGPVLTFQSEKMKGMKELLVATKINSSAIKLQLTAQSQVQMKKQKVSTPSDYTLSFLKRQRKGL
MBNL1-CUG inh – qHTS Assay for Inhibitors of MBNL1-poly(CUG) RNA binding | Muscleblind-like protein 1 (Homo sapiens), Q9NR56 | TR-FRET MBNL1-His/biotin-(CUG)12 binding, 665/545 ratio | Potency, µM (doses to about 57.5 µM), inactives show top-dose activity change, negative = inhibition, actives largely listed as inhibitors | 280,000 compounds, 0.036% hits; active = well fitted inhibition curve with a large enough effect in the signal ratio, with a control signal flat, not every such curve was filed as active; inconclusive = small, poorly fitted or top-dose-only effect, or effect the other way, or a change in a side signal; inactive = no such curve, though single readings can be large or run the other way; the % refers to the signal ratio; also: potency is read from the fitted curve at half-maximal effect; % is scaled to controls: 0 for no effect and ±100 for the full control effect
Target sequence (Q9NR56 whole entry, looked up): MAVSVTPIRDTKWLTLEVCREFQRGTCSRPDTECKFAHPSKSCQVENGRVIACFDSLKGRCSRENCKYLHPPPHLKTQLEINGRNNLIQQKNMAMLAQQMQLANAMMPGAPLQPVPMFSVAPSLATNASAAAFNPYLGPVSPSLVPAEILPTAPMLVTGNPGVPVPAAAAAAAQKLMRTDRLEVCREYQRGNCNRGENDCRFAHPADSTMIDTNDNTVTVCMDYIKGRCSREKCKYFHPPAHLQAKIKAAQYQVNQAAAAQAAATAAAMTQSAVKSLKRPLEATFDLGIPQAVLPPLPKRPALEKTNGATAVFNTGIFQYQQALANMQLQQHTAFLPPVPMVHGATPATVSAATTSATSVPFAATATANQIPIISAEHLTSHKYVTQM
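Inhibition of protein-RNA binding appears as loss of TR-FRET between terbium anti-His antibody on MBNL1-His and streptavidin-XL665 on biotin-(CUG)12. Activity is normalized to buffer-only and uninhibited-complex controls.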
VP16 counter – VP16 counterscreen qHTS for inhibitors of ROR gamma transcriptional activity | Potency, µM (titrated, usually from 53.6 µM), without a hit: at the top dose activity, negative = inhibition, most hits filed as inhibitors | AID 2546, 2010 | 310,000 compounds, 3.5% hits | Drosophila S2 Gal4-VP16 UAS-luciferase, luminescence, 20 h;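 also: Gal4-VP16 expression switched on by copper sulfate through the metallothionein promoter; potency is read from the fitted curve at half-maximal effect; % is scaled to controls: 0 for no effect and ±100 for the full control effect; nearly all actives have a fitted effect of over 50% in size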
Mito fusion yeast – qHTS Assay for Small Molecule Inhibitors of Mitochondrial Division or Activators of Mitochondrial Fusion; S. cerevisiae fusion-defective mutant growth rescue, CellTiterGlo 48 h; Potency, µM (top dose mostly 46.1 µM), for the others: at the top dose growth rescue (activation), hits mostly activators; 320,000 compounds, 0.23% hits;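 also: potency is read from the fitted curve at half-maximal effect; % of control where 0% means no effect; nearly all actives have a fitted effect of over 45% in size; temperature-sensitive fusion mutants such as fzo1-1 at 37 °C on non-fermentable ethanol glycerol medium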
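Growth-rescue viability read-out: after 48 h at the non-permissive 37C in glycerol/ethanol YPEG, yeast mitochondrial fusion mutants are measured by CellTiterGlo luminescence; compounds (23 nl pinned per well) restoring growth score as division inhibitors or fusion activators.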
KCNH2 3.1 block – qHTS for Inhibitors of KCHN2 3.1: Mutant qHTS. Potassium voltage-gated channel subfamily H member 2, brain isoform KCNH2 3.1 (human). 340,000 compounds, 0.95% hits. U2OS KCNH2 3.1, thallium flux FluxOr; hits give low values. AID 720553, 2013. activity change, % (tested at about 1.8 µM);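 active = maximum activity change below -70%; inconclusive = maximum activity change from -70% to -50%; inactive = maximum activity change above -50%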;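 also: thallium influx rate constant from kinetic fluorescence after stimulation buffer; % is scaled to controls: 0 for no effect and ±100 for the full control effect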
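FluxOr-based Tl+ influx in U2OS cells transduced with KCNH2 3.1 virus; rate constants normalized to DMSO controls.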
FLuc counter – qHTS profiling assay for firefly luciferase inhibitor/activator using purifed enzyme and Km concentrations of substrates (counterscreen for miR-21 project) | Luciferin 4-monooxygenase (Photinus pyralis), P08659 | purified FLuc, Km substrates, luminescence inhibition | Potency, µM (top dose mostly 57.5 µM), inactives show top-dose activity change, negative = inhibition, usual class: inhibitors | 360,000 compounds, 6.9% hits;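 also: potency is read from the fitted curve at half-maximal effect; plate controls were vehicle for no effect and reference inhibitor for full effect; nearly all actives have a fitted effect of over 55% in size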
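Purified P. pyralis luciferase (10nM final) with 10uM D-luciferin and 10uM ATP (Km levels) in 50mM Tris acetate pH 7.5, 10mM Mg acetate, 0.01% Tween-20, 0.05% BSA; qHTS 6-point titration, ~60 µM downward; luminescence read.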
ELG1 DNA repair – qHTS screen for small molecules that inhibit ELG1-dependent DNA repair in human embryonic kidney (HEK293T) cells expressing luciferase-tagged ELG1 | HEK293T ELG1-luciferase reporter, luminescence, 16 h; DNA damage induced by 5-fluorouridine | Potency, µM (highest dose often 46.1 µM), inactives show at the highest dose activity change, negative = inhibition, hits mostly inhibitors | 330,000 compounds, 2.3% hits | AID 504467, 2011; also: potency is read from the fitted curve at half-maximal effect; % is scaled to controls: 0 for no effect and ±100 for the full control effect; nearly all actives have a fitted effect of over 55% in size
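Step one: seed 2,000 cells per well. Step two: pin-transfer compound or DMSO alongside 5-fluorouridine. Step three: incubate 16 hr, 37 °C, 5% CO2. Step four: add ONE-Glo, wait 30 min, read luminescence.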
PKM2 activator – qHTS Assay for Activators of Human Muscle isoform 2 Pyruvate Kinase; Pyruvate kinase PKM (Homo sapiens), P14618; purified PKM2, Kinase-Glo ATP luminescence, activation; response scale: 0% is enzyme alone, no compound; Potency, µM (series often up to 57.5 µM), inactives show at the top dose activation, most hits filed as activators; 260,000 compounds, 0.34% hits; AID 1631, 2009; also: potency is read from the fitted curve at half-maximal effect; % is scaled to controls: 0 for no effect and ±100 for the full control effect; nearly all actives have a fitted effect of over 55% in size
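Kinase-Glo luminescence reports ATP generated from ADP (0.1 mM) and PEP (0.5 mM) by purified hPK-M2 after 1 h at room temperature, pH 7.2 imidazole buffer; intermediate enzyme activity allows detecting inhibitors and activators.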
Numbers without * were called inactive; ? = inconclusive; . = no result given; [ ] = another dose, or the depositor's remark. Unless noted, calls follow the shape of the dose curve; as a rule, active = well fitted curve in the direction sought with a large enough effect; inconclusive = small, poorly fitted or top-dose-only effect, or another doubt; inactive = no such curve, though single readings can be large; an effect the other way counts as inactive or inconclusive. These rows are one share of the data. The share of hits here may be higher or lower than overall.

SMILES	Rab9 prom act	NPC1 promoter act	RORgamma inh	Menin-MLL TR inh	MBNL1-CUG inh	VP16 counter	Mito fusion yeast	KCNH2 3.1 block	FLuc counter	ELG1 DNA repair	PKM2 activator
COc1cc(C(C)=O)ccc1OCC(O)CN1CCN(c2ccccc2)CC1 (stereo not given)	-0.2%	1.9%	5.7%[1.91 µM]	-4.0%	-6.8%	1.9%	5.0%	-2.8	0.1%	2.9%	3.8%
Cc1cc(-c2ccc(S(=O)(=O)N3CCN(C)CC3)s2)on1	-0.4%	0.3%	-4.2%	4.5%	?	-1.8%	-3.0%	-18.1	-0.6%	-1.3%	.
Cc1nc(-c2ccccc2)sc1-c1nc(-c2ccccc2)ncc1S(=O)(=O)c1ccccc1	6.5%	-0.8%	-39.3%	-22.8%	11.0%	0.8%	-1.1%	-18.4	0.5%	11.2%	0.0%
CCCCOc1ccc(NC(=O)C2OC3OC(C)(C)OC3C3OC(C)(C)OC23)cc1 (stereo not given)	3.0%	0.2%	-4.4%	-4.8%	.	-12.3%	-2.7%	-0.5	2.6%	23.4%	0.1%
COc1ccc(C(=O)CCN2CCCC(C)C2)cc1 (stereo not given)	-4.4%	-0.3%	?	-19.6%	0.4%	?	4.4%	13.9	-3.4%	9.2%	.
Cc1cc(=O)n(C)c(=O)n1CC(=O)N1CCCCCC1	2.0%	-6.6%	14.5%	-22.9%	-4.6%	0.0%	4.8%	-10.3	-4.0%	-7.4%	-10.4%
O=C(CCCC(=O)NCc1ccc(F)cc1)NCc1ccc(F)cc1	-10.6%	2.7%	6.9%	11.7%	-4.7%	1.1%	-0.5%	0.4	-0.8%	3.4%	-2.0%
CCOc1ccc(NC(=O)CC2S/C(=N/N=C3CCCCCC3)NC2=O)cc1 (stereo not given)	17.1%	0.8%	20µM*	.	-3.0%	11.2µM*	-1.9%	16.1	0.8%	-6.7%	-9.1%
COCCCNC(=S)NCCCNc1nc2cc3c(cc2cc1C#N)OCO3	-2.8%	1.3%	5.3%	?	9.5%	-2.2%[0.365 µM]	-3.5%	-7.3	-9.6%	0.0%	2.9%
CCCCCC(=O)NC(=S)Nc1cccc(C(C)=O)c1	-0.6%	1.4%	2.82µM*	11.8%	-12.1%	?	-2.2%	.	-3.3%	?	0.8%
Cc1ccc(C(=O)CSc2nnc(-c3cccnc3)n2N)cc1	-13.3%	-10.8%	3.2%	-18.8%	0.3%	-9.6%	7.2%	-0.7	-0.6%	-6.1%	10.9%
CCCCN=C1NC(=O)C(CC(=O)NCCc2ccc(OC)cc2)S1 (stereo not given)	-7.8%	1.0%	37.8%	14.6%	-18.7%	-8.7%	6.3%	-6.7	-4.0%	-8.7%	-11.3%
Cc1cc([N+](=O)[O-])nn1CC(=O)N/N=C/c1ccccc1F	-4.3%	-1.2%	-3.6%	.	?	4.1%	-3.2%	-0.1	-3.8%	-5.8%	-2.0%
Cc1ccc(OC(C)C(=O)Nc2ccccc2C(=O)N2CCN(C)CC2)cc1 (stereo not given)	0.3%	-1.2%	.	-11.8%	-3.8%	.	-0.9%	-11.0	-1.3%	4.1%	-0.1%
COC(=O)c1ccccc1S(=O)(=O)N(Cc1cc2cc3c(cc2[nH]c1=O)OCO3)C1CCCCC1	-4.5%	-0.4%	-12.6%	-15.6%	0.1%	1.2%	3.8%	.	4.3%	?	0.2%
CC(C)c1ccc(NC(=S)NC2CC3C=CC2C3)cc1 (stereo not given)	2.82µM*	3.98µM*	3.55µM*	.	-13.4%	11.2µM*	-0.6%	0.2	10.7µM*	?	-7.9%
Cc1ccccc1NC(=S)N(CCCN1CCOCC1)Cc1cccs1	10.8%	-1.8%	-24.3%	8.0%	.	4.4%	-4.6%	20.8	1.9%	2.7%	2.3%
O=C(N/C(=C\c1cccc([N+](=O)[O-])c1)C(=O)N1CCOCC1)c1ccco1	-0.9%	1.4%	-10.9%	-5.5%	?	11.3%	-3.0%	12.1	-1.9%	-8.4%	-0.4%
CCCCc1ccc(NC(=S)N2CCN(c3ncccn3)CC2)cc1	2.7%	-4.6%	4.47µM*	-2.3%	-1.3%	?	-10.8%	2.6	-0.1%	?	-6.3%
CC(C)c1cc(C(N)=O)c(NC(=O)c2cccc(COc3ccc(Br)cc3)c2)s1	1.26µM*	2.82µM*	?	.	10.0%	-1.6%	24.9%	-8.9	19µM*	?	1.0%
Clc1ccc(CSc2nnc(-c3c[nH]c4ccccc34)o2)cc1	7.3%	-1.3%	-10.5%	?	1.3%	2.1%	4.4%	-27.0	?	13.0%	1.1%
O=C(O)CC1(CC(=O)NCc2cccc(Cl)c2)CCCCC1	-1.2%	1.9%	13.4%	8.2%	-6.5%	-9.3%	4.1%	0.1	1.1%	-8.0%	.
O=S(=O)(NCc1cccnc1)c1cccc2cccnc12	-3.3%	0.4%	5.8%	8.2%	-5.1%	-10.7%	-6.0%	-0.7	-1.9%	8.3%	-5.5%
CC(=O)Nc1cccc(N(C)S(C)(=O)=O)c1	-3.8%	-0.8%	27.4%	3.5%	12.4%	-1.1%	-4.9%	1.7	-2.7%	8.0%	-6.5%
O=[N+]([O-])c1ncn(Cc2c(Cl)cccc2Cl)n1	-3.7%	-3.2%	-9.6%	-7.3%	?	-0.4%	-13.6%	1.6	1.1%	-17.4%	-1.0%
CC1OC(Oc2c(-c3cc(O)c(O)c(O)c3)oc3cc(O)cc(O)c3c2=O)C(O)C(O)C1O (stereo not given)	-3.3%	-4.8%	17.6%	.	.	-12.5%	3.0%	0.1	-3.3%	-11.7%	23.0%
Cc1ccccc1OCC(=O)Nc1ccc2c(c1)OCCO2	2.82µM*	3.55µM*	-19.7%	.	-7.2%	-4.1%	-3.5%	-0.8	9.53µM*	?	-5.4%
Nc1nc(SCC(=O)NCCCO)nc2sc3c(c12)CCC3	-5.9%	-3.0%	12.3%	-1.3%	-3.3%	-7.5%	-1.3%	13.3	-18.2%	3.3%	-0.3%
COc1ccc(CCN(C)C(=O)CN2C(=O)NC3(CCCc4ccccc43)C2=O)cc1OC (stereo not given)	1.9%	-5.5%	.	.	.	.	-0.8%	14.7	1.7%	10.8%	.
O=C(Cn1nc(Cc2cccnc2)c2ccccc2c1=O)N1CCN(c2ccccn2)CC1	3.8%	2.2%	38.7%	6.6%[11.7 µM]	-2.7%	0.0%	-1.8%	2.8	6.5%	-10.9%	4.8%
COc1ccccc1C(=O)ON=C1c2ccccc2-c2ccccc21	-5.1%	4.3%	36.7%[10 µM]	-8.2%	.	?	?	10.2	21.3µM*	?	-2.5%
CCCCCn1c(-c2ccco2)nc2nc3ccccc3nc21	1.8%	-2.3%	22.7%	1.0%	?	-9.7%[0.365 µM]	23.7%	11.0	?	?	-0.4%
COc1ccc(Nc2cc(C(=O)NCCCN3CCOCC3)c3ccccc3n2)cc1OC	0.5%	4.1%	24.8%	11.2%	12.0%	11.5%	-2.7%	7.8	16.9µM*	?	4.2%
C=CCn1c2ccccc2c2n[nH]c(=S)nc21	2.5%	-1.1%	2.51µM*	-8.9%	?	3.55µM*	-5.6%	0.1	-17.6%	3.8%	-11.4%
Cc1cc(C)c(S(=O)(=O)N2CCN(c3ccc([N+](=O)[O-])c(-n4nc(C)cc4C)c3)CC2)c(C)c1	-3.2%	-2.1%	7.5%	-15.2%	3.6%	-1.6%	0.0%	-9.6	0.8%	?	-6.1%
